Rad51 HR inh: Rad51 (human) homologous recombination inhibition | Q06609 | hRad51 DNA strand exchange, fluorescence dequenching | inhibition, % at 10 µM | 200,000 tested, 0.085% active;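 active = inhibition above 40% at the single screening dose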;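 also: 0% = DMSO control wells and 100% = blanks with heterologous ssDNA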
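material = hRad51 filaments on single-stranded DNA | reagent = Donor/quencher-labelled 47-bp dsDNA substrate | compound = 10 µM final, single point | schedule = strand-exchange reaction 15 min at room temperature | measured by = fluorescein emission 520 nm, excitation 485 nm | read-out basis = % inhibition versus plate control and blank means | benchmarks = plate controls and plate blanks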
eIF4E-4G inh: inhibitors of eIF4E and eIF4G interaction in translation initiation; P63073+Q04637; TR-FRET eIF4E-eIF4GI(517-606) binding, 2 h; inhibition, % at 21.7 µM; 220,000 tested, 0.37% active;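 also: 0% = full FRET control wells and 100% = background wells lacking eIF4GI fragment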
NCF1 inh: inhibitors of human p47phox binding; P14598; p47phox/p22phox peptide binding, fluorescence polarization, 2 h; inhibition, % at 24.7 µM; 220,000 tested, 0.53% active;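 also: 0% = p47phox with labelled peptide and 100% = labelled peptide alone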
EBV gp42 block: inhibitors of Epstein-Barr virus glycoprotein 42 | inhibition, % (tested at 21.74 µM) | 220,000 tested, 0.42% active | Fluorescence polarization binding assay, mP read-out; in the data active = inhibition above about 50%
Target sequence (Q1HVG2 whole entry, looked up): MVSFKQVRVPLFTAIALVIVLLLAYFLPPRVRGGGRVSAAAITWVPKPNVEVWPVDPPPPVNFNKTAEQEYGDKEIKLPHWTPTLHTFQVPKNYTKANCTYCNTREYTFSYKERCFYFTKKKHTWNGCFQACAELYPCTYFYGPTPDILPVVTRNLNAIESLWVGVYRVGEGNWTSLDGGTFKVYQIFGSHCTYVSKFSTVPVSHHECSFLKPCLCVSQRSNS
Cl transport mod: KCC2 (human) Cl- transport modulation | Q9H2X9 | KCC2 cells, thallium flux FluoZin-2 fluorescence | B-score of Tl+ flux slope (higher = more flux/activation; lower = inhibition) at 10 µM | 190,000 tested, 2.2% active;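 active = thallium flux slope and its plate-corrected score both differing from the plate sample mean at a set confidence after two filtering rounds, in either direction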;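 also: slope of fluorescence scaled to starting intensity during 10 to 20 s after thallium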
14-3-3 Bad PPI: disrupts binding of bovine 14-3-3 zeta to phospho-Bad peptide. P63103. TR-FRET 14-3-3zeta/Dy647-pBad peptide displacement, 1 h. inhibition, % at 21.7 µM. 220,000 tested, 0.71% active;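 active = inhibition above about 70%, limit read from the data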;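 also: 0% = full 14-3-3 plus peptide FRET controls and 100% = background without 14-3-3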
Thrombin inh: blocks human thrombin protease activity. 220,000 tested, 0.26% active. alpha-thrombin, Boc-VPR-AMC fluorogenic substrate cleavage. inhibition, % at 5 µM;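 active = inhibition at or above 40%; inactive = inhibition below 40%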;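 also: 0% = enzyme with no compound and 100% = wells without enzyme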
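Material: Human alpha-thrombin protein | Buffer or medium: pH 7.5 Tris-saline with Tween 20 | Reagent: Boc-VPR-AMC substrate, 15 µM final | Schedule: Reaction at ambient temperature | Detection: AMC fluorescence at 355 nm excitation and 460 nm emission | Evaluation: Percent inhibition scaled between no-compound controls and no-enzyme blanks | Controls: no-compound enzyme wells and no-enzyme blanks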
Furin inhibitor: blocks human furin protease activity | purified furin, fluorogenic substrate cleavage | inhibition, % at 30 µM | 220,000 tested, 0.061% active; in the data active = inhibition above about 25%; also: inactives centre near -15
Target sequence (P09958 108-714 limits assumed): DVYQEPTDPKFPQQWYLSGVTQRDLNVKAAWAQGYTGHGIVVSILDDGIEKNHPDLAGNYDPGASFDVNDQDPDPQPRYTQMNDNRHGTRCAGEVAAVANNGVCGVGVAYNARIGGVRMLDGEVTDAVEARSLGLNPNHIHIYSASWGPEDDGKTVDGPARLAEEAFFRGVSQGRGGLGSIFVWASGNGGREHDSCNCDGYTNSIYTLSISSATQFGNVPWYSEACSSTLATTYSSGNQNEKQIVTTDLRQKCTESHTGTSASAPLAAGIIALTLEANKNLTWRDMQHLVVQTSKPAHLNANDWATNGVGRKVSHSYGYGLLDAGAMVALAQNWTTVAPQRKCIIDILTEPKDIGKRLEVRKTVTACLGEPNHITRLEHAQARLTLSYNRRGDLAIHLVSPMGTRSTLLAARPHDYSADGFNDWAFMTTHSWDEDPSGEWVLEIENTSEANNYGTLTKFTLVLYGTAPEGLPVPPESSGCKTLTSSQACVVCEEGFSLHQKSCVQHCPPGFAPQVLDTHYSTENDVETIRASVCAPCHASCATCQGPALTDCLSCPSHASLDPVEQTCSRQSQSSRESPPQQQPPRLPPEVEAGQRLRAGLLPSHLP
KLK5 inh: kallikrein 5 (human) inhibition. Q9Y337. recombinant hK5, fluorogenic AMC substrate cleavage. inhibition, % at 5 µM. 210,000 tested, 0.59% active. AID 873;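 active = inhibition of 40% or more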;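 also: 0% = enzyme controls without compound and 100% = no-enzyme blanks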
Target sequence (Q9Y337 67-293 limits assumed): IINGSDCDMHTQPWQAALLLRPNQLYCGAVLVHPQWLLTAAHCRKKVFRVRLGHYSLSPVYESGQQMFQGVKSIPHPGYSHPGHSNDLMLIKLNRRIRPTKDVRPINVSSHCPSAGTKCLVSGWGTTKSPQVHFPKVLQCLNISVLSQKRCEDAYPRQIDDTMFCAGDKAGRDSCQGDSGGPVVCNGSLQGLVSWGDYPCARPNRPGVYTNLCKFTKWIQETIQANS
The depositor's hits bear a star; nt = no result given; [ ] = dose if it differs, or a comment.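 The calls were made as follows, unless noted: active = inhibition above about 30% (limit read from the data); inactive = the rest.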

SMILES	Rad51 HR inh	eIF4E-4G inh	NCF1 inh	EBV gp42 block	Cl transport mod	14-3-3 Bad PPI	Thrombin inh	Furin inhibitor	KLK5 inh
Cc1cc2nc(C)c3c(n2n1)CCC3	4	-2	1	-13	0.23	2	-2	1	1
CCCN1Cc2cccc(C(=O)Nc3ccc4c(c3)OCCO4)c2C1=O	9	-1	-17	-9	-1.6	3	0	-17	-1
CCOC(=O)N1CCN(CC(O)c2ccc3cc[nH]c3c2)CC1 (stereo unspecified)	0	1	-4	-6	1.5	-7	8	-19	-8
O=C(COC(=O)c1ccncc1)Nc1cc(Cl)c(Cl)cc1Cl	nt	1	-19	-15	0.67	1	1	-14[20 µM]	-9
O=S(=O)(c1ccc(NC(=S)NC2CCCC2)cc1)N1CCCC1	-16	-3	-5	-2	1.6	-9	5	-15	-25
COc1ccc(NC(=O)CSc2nnc(CCC(=O)O)c(=O)n2N)cc1	1	-6	0	-7	0.8	-5	-2	-21	0
O=C(NCc1ccncc1)c1cc(C(=O)C2CC2)c[nH]1	-39	0	2	3	0.75	1	-9	-13	-6
COc1ccc2oc(=Nc3ccccc3)c(-c3nc4ccccc4[nH]3)cc2c1	-1	-7	20	1	0.084	20	-13	-11	-4
Nc1nn2cc(-c3ccc(Br)cc3)nc2c2ccccc12	9	-2	-28	-1	-1	46	2	-36	-6
COC(=O)c1c(C(=O)OC)c2cc(C)ccn2c1Cl	-8	-1	-2	-2	0.8	10	-2	-16	-12
CC1CCCCC1NC(=O)CSc1nnc(CN2CCOCC2)n1C (stereo unspecified)	0	2	-13	-15	1.2	1	6	-9[20 µM]	-2
COc1ccc2cc(S(=O)(=O)N3CCCCC3)ccc2c1S(=O)(=O)N1CCCCC1	0	-4	-13	-1	2.1	0	3	-9[20 µM]	-22
CCCOc1ccccc1C1CC(=O)Nc2cc3c(cc21)OCCO3 (stereo unspecified)	nt	3	-18	-2	-0.69	13	2	-30[20 µM]	-23
c1ccc(-c2oc3ncnc(N4CCOCC4)c3c2-c2ccccc2)cc1	-7	-20	-4	1	0.91	-14[fluorescence artefact?]	0	-18[20 µM]	-12
N#Cc1cc(Oc2ccc3ccccc3c2)c(-n2nnc3ccccc32)cc1C#N	11	-6	-44	-14	-0.32	-5[fluorescence artefact?]	-16	8[20 µM]	-25
O=c1c2c(nc3n1CCCCC3)sc1c(O)cccc12	8	-1[fluorescence artefact?]	-4	-16	0.08	-7[fluorescence artefact?]	7	-15	6
CCOc1ccc(NC(=O)CCN2CCN(c3ccccc3OC)CC2)cc1	20	-4	-17	-6	0.21	5	2	-27	-6
CCCCCSc1nnc(-c2ccccc2N)c(=O)[nH]1	-10	-2	-11	-11	0.68	-13	-7	-21	-16
O=[N+]([O-])c1ccc(N/N=C/c2cccc(O)c2O)c(S(=O)(=O)N2CCOCC2)c1	-5	3	19	2	0.65	0	-2	-21	0
C/C(CC(C)C)=N\Oc1nc(C)cc(C)n1	nt	0	-4	-22	-1.1	8	-4	-24	5
O=c1c(-c2ccc(Br)cc2)[n+]([O-])c2ccccc2n1OCc1ccccn1	-10	-1	12	8	-0.57	1	-5	-19	-2
CNc1nc(N(C)C)nc(N(C)C)n1	-3	0	4	-6	nt	0	4	-19[20 µM]	-2
Cc1nnc(SCC(=O)N2CCCC2)n(N)c1=O	8	0	1	-13	0.32	-10	-6	-26	-5
COc1cc(NC(=S)NCCc2ccccc2)c(OC)cc1NC(=O)CC(C)C	-2	-4	1	11	-0.075	-1	-3	-9	-10
O=C(c1cc(-c2ccco2)on1)N1CCc2ccccc2C1	-1	3	-34	3	-1.2	0	-17	-22	3
Cc1ccc2cccnc2c1N	11	-4	-7	1	-0.012	-18	0	-19	-2
CCOC(=O)c1sc(-c2cccs2)nc1C	nt	0	-5	-7	1.4	-5	-5	-22	-2
NC(=O)c1cc2cc(Cl)ccc2oc1=O	0	5	-6	-16	-1.2	18	0	-9[20 µM]	-1
CCc1ccc(CN2CCN(S(=O)(=O)Cc3ccccc3)CC2)cc1	-6	7	-9	-17	0.8	79*	1	-6[20 µM]	-15
O=C(O)c1ncn(Cc2ccccc2)c1C(=O)O	0	1	-5	-13	-0.0035	22[fluorescence artefact?]	-6	-17	-41
Cc1oc(C)c2c(=O)ccc3c(c12)OC(N)=C(C#N)C3c1ccccc1Cl (stereo unspecified)	nt	0	-18	-18	-0.21	2	-6	-27	0
C=CCn1c2ccccc2c2nnc(SCN3C(=O)c4ccccc4C3=O)nc21	-12	-15	-27	-16	nt	-5	0	-11[20 µM]	8
CNS(=O)(=O)c1cccc(C(=O)OCC(=O)N(Cc2ccccc2)C(C)(C)C)c1	16	-1	-6	-6	0.14	-10	-2	-14	12
CN(C)CCCN1C(=O)C(=O)/C(=C(/O)c2ccncc2)C1c1cccnc1 (stereo unspecified)	1	5	-7	-4	0.31	6	3	-22	-16
O=c1c2c3c(sc2nc2sc(CN4CCCCC4)cn12)CCCC3	nt	-14[fluorescence artefact?]	-3	-5	0.13	-12	0	-12[20 µM]	-6
COc1ccc(-n2nc(C(=O)NCC(=O)Nc3ccccn3)c3ccccc3c2=O)cc1Cl	nt	-14	22	-10	-0.036	72*	0	-10[20 µM]	-10
CCOC(=O)Cc1cc(=O)[nH]c(/N=C(/NC(=O)c2ccccc2)Nc2ccccc2C(F)(F)F)n1	-3	-2	-6	-21	nt	10	-5	-13[20 µM]	8
CCn1cc(C(=O)NCCCN2CC(C)CC(C)C2)c(=O)c2cc(S(=O)(=O)N(C)C)ccc21 (stereo unspecified)	4	9[fluorescence artefact?]	8	-13	0.95	21[fluorescence artefact?]	-5	7	3
COc1ccccc1-n1c(SCC(N)=O)nnc1-c1ccc(S(=O)(=O)N2CCCCC2)cc1	-5	-5	-24	-1	nt	-14	-6	-15	-12
COc1ccccc1CNS(=O)(=O)c1ccc(C)cc1	3	2	-11	0	nt	3	-1	-20[20 µM]	15
CCc1cc2c(=O)c(-c3nc4ccccc4[nH]3)coc2c(CN2CCCCC2C)c1O (stereo unspecified)	16	-4	-22	-4	-0.12	-1	-2	-12	-6
COc1ccc(-n2c(SCC(=O)N3CCCC3)nc3ccccc3c2=O)cc1	7	-2	-2	-4	nt	1	-13	-2	-3
CCN1C(=O)CC(Sc2ccccc2N)C1=O (stereo unspecified)	nt	-1	-22	-4	nt	-11[fluorescence artefact?]	6	-17[20 µM]	-24
CCc1c(C)sc(NC(=O)OC)c1C(N)=O	1	3[fluorescence artefact?]	-7	-13	0.026	-7	1	-8	-3
OC(COc1cccc2ccccc12)CN1CCN(c2ccccc2Cl)CC1 (stereo unspecified)	8	4	-8	-13	nt	6	-3	-16	0
CN1CCN(c2ccc(S(=O)(=O)N3CCCCC3)cc2NC(=O)c2ccc(C#N)cc2)CC1	5	21	-8	-12	1.2	5	-1	-17	-15
Cc1cc(CNC(=O)C(C)n2cc([N+](=O)[O-])cn2)c2ccccc2n1 (stereo unspecified)	nt	4	-7	-5	-0.5	-1	-1	-19	nt
COc1ccc(C(=O)NC(=S)NCc2ccc(-c3nc4ccccc4o3)cc2)cc1OC	-2	-11	9	-13	0.57	-1	-2	-4[20 µM]	-5
O=C(N/C(=C/c1cn(-c2ccccc2)nc1-c1ccccc1)C(=O)N1CCOCC1)c1ccccc1	-12	6[fluorescence artefact?]	-2	4	0.15	6	-11	-17	-6
CCOC(=O)Cn1nc(C)c(NC(=O)COc2ccc(F)cc2F)c1C	-3	1	-2	-15	nt	-15	-3	-28	-1
O=C(CNC(=O)c1ccco1)OCc1ccc(Cl)cc1	0	3	-12	-5	0.057	-16	-12	-8[20 µM]	-22
CCC(C)(C)C(=O)Nc1cccc(Cl)c1C	-2	-2	-6	8	-0.45	-11	-5	-21	-14
O=c1[nH]c(=O)n(Cc2ccco2)c2c1C(C(F)(F)F)(C(F)(F)F)N=C(CCC1CCCCC1)N2	8	-4	0	-6	1.2	-4	-1	-9[20 µM]	2
Cc1nc2sc(C(c3cccs3)N3CCC(C(N)=O)CC3)c(O)n2n1 (stereo unspecified)	4	-2	4	-15	0.63	11	-1	-2	-8
CCN(c1ccc(NC(=O)CCNC(=O)c2ccco2)cc1)C(C)C	3	5	-12	-21	-0.33	-23[fluorescence artefact?]	0	-16	-23
CCn1c2ccccc2c2nc3cc(C(=O)O)ccc3nc21	nt	0	-16	28	-0.25	-6	-2	-5	nt
COc1ccc(/C=C(\C#N)C(=O)NCC(c2ccc(F)cc2)N2CCOCC2)cc1 (stereo unspecified)	22	0	-8	-8	-0.28	-6	4	5	0
CN(C)CC(C)(C)CNC(=S)Nc1cc(S(=O)(=O)N2CCOCC2)ccc1Cl	-4	-2	-1	-1	1.1	-11	-4	-33	-2
CCOc1ccc(C(=O)NC(=S)NCc2cccnc2)cc1[N+](=O)[O-]	nt	5	7	5	-1.7	-2	-5	-25	-6
Cn1cc(/C=N\O)nc2c(=O)n(-c3ccccc3)c(=O)nc1-2	0	0	-10	-16	-0.41	-15	-6	-5	-4

Next structures:
SMILES	Rad51 HR inh	eIF4E-4G inh	NCF1 inh	EBV gp42 block	Cl transport mod	14-3-3 Bad PPI	Thrombin inh	Furin inhibitor	KLK5 inh
CC(NC(=O)CC1Nc2ccccc2NC1=O)c1ccccc1 (stereo unspecified)	-21	-2	-13	7	-0.46	-4	1	-14	-2
Cc1ccnc(NC(=O)c2ccc3c(c2)S(=O)(=O)c2ccccc2C3=O)c1	15	3	-3	0	-0.45	2	-7	-19	-5
COCCOc1cc(-n2ccnc2SC)c(Cl)cc1Cl	6	-5	3	-2	nt	-7	-1	-21[20 µM]	-25
Cc1ccc(-c2cc(C(=O)N3CCCc4ccccc43)c3ccccc3n2)cc1	-4	-4	-14	-2	-0.93	-6	-3	-1[20 µM]	2
CCOc1ccccc1NC(=O)COC(=O)CNS(=O)(=O)c1ccc(C)cc1	-6	-4	7	-20	-0.02	-13	-4	2	-18
COc1ccc2c(c1OC)C(=O)N(c1ccc(O)cc1)C2=O	5	-2	7	-3	-0.61	-13	-4	-13	nt

Reformatted with bars between the fields: four of the compounds above
structure | Rad51 HR inh | eIF4E-4G inh | NCF1 inh | EBV gp42 block | Cl transport mod | 14-3-3 Bad PPI | Thrombin inh | Furin inhibitor | KLK5 inh
Cc1ccnc(NC(=O)c2ccc3c(c2)S(=O)(=O)c2ccccc2C3=O)c1 | 15 | 3 | -3 | 0 | -0.45 | 2 | -7 | -19 | -5
COCCOc1cc(-n2ccnc2SC)c(Cl)cc1Cl | 6 | -5 | 3 | -2 | nt | -7 | -1 | -21[20 µM] | -25
Cc1ccc(-c2cc(C(=O)N3CCCc4ccccc43)c3ccccc3n2)cc1 | -4 | -4 | -14 | -2 | -0.93 | -6 | -3 | -1[20 µM] | 2
CCOc1ccccc1NC(=O)COC(=O)CNS(=O)(=O)c1ccc(C)cc1 | -6 | -4 | 7 | -20 | -0.02 | -13 | -4 | 2 | -18

3 compounds already listed, arranged by the number in Furin inhibitor, lowest first:
SMILES	Rad51 HR inh	eIF4E-4G inh	NCF1 inh	EBV gp42 block	Cl transport mod	14-3-3 Bad PPI	Thrombin inh	Furin inhibitor	KLK5 inh
Cc1ccnc(NC(=O)c2ccc3c(c2)S(=O)(=O)c2ccccc2C3=O)c1	15	3	-3	0	-0.45	2	-7	-19	-5
CC(NC(=O)CC1Nc2ccccc2NC1=O)c1ccccc1 (stereo unspecified)	-21	-2	-13	7	-0.46	-4	1	-14	-2
CCOc1ccccc1NC(=O)COC(=O)CNS(=O)(=O)c1ccc(C)cc1	-6	-4	7	-20	-0.02	-13	-4	2	-18

Source: PubChem (several laboratories)
